# High-throughput results deposited in PubChem BioAssay by several laboratories.
# GC-B act – GC-B (human) receptor activation; P20594; HEK293-GC-B cells, CNP EC30, cGMP TR-FRET; 0% at EC30 CNP, 100% saturating CNP; 370,000 tested, 0.11% active; activation, % at 10 µM;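 active = activation at 10 µM reaching about 35% in either raw or pattern-adjusted values, limit read from the data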
# PG9 binder – small molecules binding HIV-1 gp120 antibody PG9. TR-FRET gp120-PG9 antibody binding. inhibition, % at 6.7 µM. 360,000 tested, 0.43% active. AID 624416; in the data active = inhibition above about 8.5%
# GC-A act – GC-A (human) enzyme activation; 370,000 tested, 0.14% active; HEK293 GC-A cells, cGMP TR-FRET, EC30 ANP; 0% at EC30 ANP, 100% saturating ANP; activation, % at 10 µM; in the data active = activation above about 40%
# rCAG RNA binder – r(CAG) repeat RNA binding; AID 651821; inhibition, % at 3 µM; TO-PRO-1 dye displacement fluorescence; 370,000 tested, 1.3% active;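 active = inhibition above the plate cutoff, the mean of all test compounds on that plate plus 3 SD, cut at about 35% in these data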;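 note: 0% = DMSO alone and 100% = 100 µM mitoxantrone as full dye displacement; higher means more dye released from RNA so lower well fluorescence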
# NR1D1 modulator – modulates human Rev-erb alpha binding to DNA; P20393; Rev-erbα–FITC-DNA binding, fluorescence polarization, 90 min; activity, % at 10 µM; 370,000 tested, 0.79% active;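 active = activity above about 14%, limit read from the data; passing the limit was not always enough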;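 note: 0% = DMSO wells with 35 nM protein and 100% = DMSO wells with 750 nM protein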
# SMARCA2 activ – activators of SMARCA2 function; MG213 cells, MMTV-luciferase reporter, dexamethasone, overnight; activation, % at 9.1 µM; 370,000 tested, 1% active; in the data active = activation above about 7.8%;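 note: 0% = vehicle wells and 100% = reference activator wells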
# HTRA1 inh – HTRA1 (human) protease inhibition; recombinant HTRA1, FP-rhodamine activity-based probe, fluorescence polarization; inhibition, % at 5.96 µM; 340,000 tested, 0.5% active; AID 504803; in the data active = inhibition above about 36%;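 note: 0% = enzyme with DMSO and 100% = wells lacking enzyme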
# Target sequence (Q92743 whole entry, looked up): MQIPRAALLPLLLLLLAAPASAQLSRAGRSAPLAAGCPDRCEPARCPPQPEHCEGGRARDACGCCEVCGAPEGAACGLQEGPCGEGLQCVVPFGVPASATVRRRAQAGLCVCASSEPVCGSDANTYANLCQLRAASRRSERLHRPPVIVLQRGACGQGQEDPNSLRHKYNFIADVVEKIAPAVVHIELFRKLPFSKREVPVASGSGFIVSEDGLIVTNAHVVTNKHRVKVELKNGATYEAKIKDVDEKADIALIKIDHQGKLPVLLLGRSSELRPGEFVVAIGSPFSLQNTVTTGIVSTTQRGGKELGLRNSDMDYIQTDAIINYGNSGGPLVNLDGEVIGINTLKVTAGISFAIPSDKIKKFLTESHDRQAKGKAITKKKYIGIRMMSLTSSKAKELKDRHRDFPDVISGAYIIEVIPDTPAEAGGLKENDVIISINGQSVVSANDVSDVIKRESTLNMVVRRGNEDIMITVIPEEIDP
# ASAP1 GAP inh – blocks human ASAP1-stimulated Arf1 GTP hydrolysis; inhibition, % at 16.5 µM; GDP FP detection; Q9ULH1; 360,000 tested, 0.19% active; in the data active = inhibition above about 25%;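 note: 0% = vehicle with enzyme and substrate and 100% = no enzyme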
# mABHD4 FP – ABHD4 (mouse) inhibition, primary FP screen | Q8VD66 | purified mABHD4, FP-Rh probe fluorescence polarization | inhibition, % at 8.92 µM | 370,000 tested, 0.54% active | AID 720543;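 active = inhibition exceeding the mean over every tested compound plus 3 SD, cut at about 30% in these data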;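 note: 0% = plate median of compound wells and 100% = S159A mutant with DMSO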
# Target sequence (Q8VD66 whole entry, looked up): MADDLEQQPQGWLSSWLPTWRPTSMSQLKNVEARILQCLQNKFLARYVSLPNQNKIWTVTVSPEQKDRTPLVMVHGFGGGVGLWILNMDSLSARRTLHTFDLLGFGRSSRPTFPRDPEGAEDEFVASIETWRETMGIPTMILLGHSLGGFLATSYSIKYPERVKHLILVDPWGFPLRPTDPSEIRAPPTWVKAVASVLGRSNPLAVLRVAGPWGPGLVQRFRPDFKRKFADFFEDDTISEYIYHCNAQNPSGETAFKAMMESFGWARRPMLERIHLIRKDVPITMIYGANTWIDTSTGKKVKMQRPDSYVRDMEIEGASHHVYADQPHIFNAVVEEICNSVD
#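 Assay system: mABHD4 protein; medium: HEPES pH 7.0, NaCl, Pluronic buffer; dosing: 8.92 µM, single dose; schedule: 45 min + 60 min at 25 °C; signal: FP readout, ex 525 nm / em 598 nm; read-out: normalized percent inhibition of probe labeling; repeats: single replicate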
# ARFGAP1 inhibitor – inhibits rat ARF GTPase activating protein 1; Arfgap1-stimulated ARF1 GTP hydrolysis, GDP FP detection; 360,000 tested, 0.26% active; Q62848; AID 651572; inhibition, % at 16.5 µM;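 active = inhibition above a per-plate limit, mean inhibition of low control wells plus 3 SD, cut at about 25% in these data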;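 note: 0% = DMSO wells with enzyme and 100% = wells lacking Arfgap1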
# Target sequence (Q62848 1-136 limits assumed): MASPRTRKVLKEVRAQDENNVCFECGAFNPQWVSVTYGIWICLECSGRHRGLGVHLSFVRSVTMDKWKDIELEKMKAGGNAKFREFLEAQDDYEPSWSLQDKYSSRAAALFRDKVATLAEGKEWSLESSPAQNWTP
#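 System: truncated rat Arfgap1 GAP domain / Medium: HEPES-based buffer, pH 7.5 / Also added: N-terminally truncated human ARF1-GTP substrate / Incubation: enzyme reaction 120 min at 25 °C after 20 min preincubation / Measured by: FP of antibody-bound GDP Alexa 633 tracer, ex 620/em 688 nm / Replicates: singlicate, each compound tested once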
# Starred values were filed as active, the others as inactive; . = not tested or not shown; & = joins results of further samples.
SMILES,GC-B act,PG9 binder,GC-A act,rCAG RNA binder,NR1D1 modulator,SMARCA2 activ,HTRA1 inh,ASAP1 GAP inh,mABHD4 FP,ARFGAP1 inhibitor
COc1ccc(NC(=O)C(c2ccc(OC)cc2)N(Cc2ccco2)C(=O)CC2NC(=O)NC2=O)cc1 (stereo unspecified),0,-0.4,0,-1,-2,1,-5,-12,0,-8
O=C(COc1ccc2ccccc2c1)NNC(=O)Cc1cccc2ccccc12,-9,2.0,-7,5,-4,-3,0,5,3,4
O=C(COc1ccc2c(-c3ccccc3)cc(=O)oc2c1)NCC(O)c1ccccc1 (stereo unspecified),-3,0.1,-10,1,-14,2,2,-4,0,-8
Cc1ccc2c(c1)nc(NCCCO)n2C,-1,-2.8,2,4,-4,0,6,4,5,16
C=CCNC(=O)C12CCC(C)(C(=O)[C@H]1Br)C2(C)C (stereo partly specified),4,-2.4,4,1,-2,-2,-4,5,2,-5
CSc1cc(-c2ccc(Cl)cc2)[nH]c(=O)c1C#N,-2,2.1,6,0,82*,-4,4,-2,-1,1
CCOc1ccc(NC2OC(C)C(O)C(O)C2O)c([N+](=O)[O-])c1 (stereo unspecified),0,-1.6,0,1,-4,-2,3,6,0,-1
CCCN(C(=O)COC(=O)CSc1ccc([N+](=O)[O-])cc1)C1CCS(=O)(=O)C1 (stereo unspecified),-4,-0.1,-2,1,-2,-2,8,6,1,-3
O=C(CN(c1cccc(Cl)c1)S(=O)(=O)c1ccc(Cl)cc1)NCc1ccccn1,-15,-0.7,-13,-2,-2,-2,-6,-7,6,4
O=C(O/N=C1\CCS(=O)(=O)c2sccc21)c1c(F)cccc1F,-2,-0.9,1,-4,-1,1,0,-5,1,-3
Cc1noc(C)c1NC(=O)N(C)C[C@H]1Oc2ccc(NC(=O)NC3CCCCC3)cc2C(=O)N([C@H](C)CO)C[C@@H]1C,5,0.2,2,-4,0,1,-3,0,3,-1
COc1ccc(/C=C(/C(=O)N2CCCCC2C(=O)O)c2ccc(OC)c(OC)c2)cc1 (stereo unspecified),-1,-3.2,-2,3,-2,-1,-1,-8,0,1
Cc1ccc(-c2noc(CNS(=O)(=O)c3ccccc3)n2)cc1,3,-1.1,3,-2,2,0,-7,-9,-6,18
c1ccc(Nc2nnc(-c3ccc4c(c3)OCO4)o2)cc1,6,-0.2,4,3,-6,4,.,6,-2,-3
COc1ccccc1-c1c(C(F)(F)F)oc2cc(OS(C)(=O)=O)ccc2c1=O,-1,-0.4,2,-7,-8,-6,-1,-2,-2,4
COc1cc(N(CCCn2cnc3c(SC)ncnc32)CCCn2cnc3c(SC)ncnc32)cc(OC)c1OC,-6,-0.6,0,0,-6,4,3,-4,3,10
CC(=O)c1ccc(N(CC(=O)NCc2ccc3c(c2)OCO3)C(=O)c2csnn2)cc1,5,1.4,0,3,4,-2,0,-7,-11,14
O=C(CCS(=O)(=O)c1ccccc1)Nc1ccc(F)cc1F,-5,.,0,5,1,1,.,.,-2,.
CCOc1ccc2c(c1)ncn2Cc1ccccc1,-4,-3.6,-15,-5,-6,4,0,-7,4,5
CN1CCC(=C2c3ccccc3Sc3ccccc32)CC1,-14,-3.0,-29,-2,1&-2,-5,4,-8,5,22
CC1CCC2C(=O)N(c3ccc(S(=O)(=O)c4ccccc4)cc3)C(=O)C2C1 (stereo unspecified),-3,0.5,0,0,1,-2,6,2,-6,-1
Cc1ccc(Nc2ccccc2)nn1,7,-2.5,-1,0,0,1,0,2,-4,-10
COc1ccc(C(=O)CSc2ccccc2C(=O)O)cc1,4,-5.3,-2,3,8,1,5,2,-4,-1
C/C(=N\NC(=O)c1cc(C)[nH]n1)C(C)(C)C,0,2.1,4,-1,1,0,2,-8,8,-1
CCn1c(C)nc2cc(C(=O)NN=Cc3ccccc3OC(F)F)ccc21,1,-2.3,-4,0,5,-1,-3,-3,-5,8
COc1ccc(F)cc1CN1CCN(CC(=O)N2CCc3ccccc32)CC1,2,-1.2,-8,-5,-1,-4,-2,-7,-2,3
CCOC(=O)C1CCCN(C(=O)C2CCCN(S(=O)(=O)c3ccc4c(c3)oc(=O)n4C)C2)C1 (stereo unspecified),2,-0.1,2,2,5,-1,-5,-6,-2,-7
CC1CCN(C(=O)CCc2nnc3ccc(NCc4ccco4)nn23)CC1,-7,-1.9,2,-1,1,1,8,2,-1,-4
CC(C)CC(NC(N)=O)C(=O)Nc1ccc2c(c1)OCO2 (stereo unspecified),-1,-0.9,-4,9,-5,-1,12,0,2,2
NCCCC[C@H]1CN=C(N)N1CCc1cccc2ccccc12,-2,-3.7,-1,11,-1,3,0,1,7,8

# Grouped by structure, the entries above containing an NH in an aromatic ring.
SMILES,GC-B act,PG9 binder,GC-A act,rCAG RNA binder,NR1D1 modulator,SMARCA2 activ,HTRA1 inh,ASAP1 GAP inh,mABHD4 FP,ARFGAP1 inhibitor
CSc1cc(-c2ccc(Cl)cc2)[nH]c(=O)c1C#N,-2,2.1,6,0,82*,-4,4,-2,-1,1
C/C(=N\NC(=O)c1cc(C)[nH]n1)C(C)(C)C,0,2.1,4,-1,1,0,2,-8,8,-1

# The list continues:
SMILES,GC-B act,PG9 binder,GC-A act,rCAG RNA binder,NR1D1 modulator,SMARCA2 activ,HTRA1 inh,ASAP1 GAP inh,mABHD4 FP,ARFGAP1 inhibitor
COc1cc(SC)ccc1C(=O)NCCc1ccccc1,7,1.8,2,-4,-1,7,-8,-2,0,11
CC(C)(C)c1ccc(/C=C2\Oc3cc(O)ccc3C2=O)cc1,-1,1.6,8,58*,-7,1,-26,-9,-14,9
Cc1cc(C)nc(NS(=O)(=O)c2ccc(NC(=O)CCCN3C(=O)c4ccccc4C3=O)cc2)n1,-1,-2.0,4,6,-2,-2,3,12,0,7
O=C(NCC(c1ccco1)N1CCc2ccccc2C1)c1cccc(F)c1 (stereo unspecified),-1,-0.3,0,1,-1,3,-7,-5,-1,13
C=CCc1c(C)nc(-c2ccccc2)nc1N/N=C(\C)c1ccccc1,8,-2.8,-4,1,3,-1,-24,3,-9,5
O=C1CCCN1c1ccc(S(=O)(=O)N2CCC(c3ccccc3)CC2)cc1,4,2.0,-5,-3,-1,-5,-1,-30,-4,-14
Cc1ccc(NC(=O)CSc2n[nH]c(-c3ccccn3)n2)cc1,0,0.7,1,12,0,0,3,-1,-16,4
N#C/C(=C/c1ccc([N+](=O)[O-])cc1)C(=O)Nc1ccccc1O,-9,-2.2,-12,12,2,7,2,1,4,-4
Cc1cc(NC(=O)OC(C)C)ccc1-c1ccc(NC(=O)OC(C)C)cc1C,2,-0.5,3,-2,1,-1,9,-12,-12,7
CCCn1c(SCC(=O)N2CCCCC2)nc2c1c(=O)n(C)c(=O)n2C,-1,-1.1,5,-4,-5,0,-57,1,4,-7
O=C(CNC(=O)c1cccc(F)c1)N/N=C/c1cccc([N+](=O)[O-])c1,3,-2.5,3,4,-2,8,6,4,3,11
C=CCONC(=O)Cc1ccccc1,7,0.6,3,1,1,0,10,3,7,-12
CCOC(=O)N1CCN(C(=O)C2CCCN(Cc3nc(-c4ccc(Cl)cc4)oc3C)C2)CC1 (stereo unspecified),2,-0.4,-3,-1,2,-3,7,10,1,5
COc1cc(C(C)=O)ccc1OCC(=O)NCCCn1nc(C)cc1C,2,0.2,0,0,3,0,2,5,-4,17
c1cc2c(cc1-c1[nH]ncc1CN1C[C@H]3CC[C@H]1C3)OCO2,-2,0.2,-4,-1,-1,1,-4,-2,1,6
Cn1ccc(/C=N/N=C2/NC(=O)CS2)n1,0,-2.5,0,2,3,-1,-1,6,6,-2
COc1ccc(CNCC(O)(c2ccc(Cl)cc2)c2ccc(Cl)cc2)cc1,-14,1.8,-22,-2,-3,-4,-31,0,4,11
O=[N+]([O-])c1ccc(OCCCN2CCC(C(O)(c3ccccc3)c3ccccc3)CC2)c(Cl)c1,-6,.,-17,2,-1,1,.,.,5,.
COc1ccc(C2=NN(CCC(=O)NCc3cccs3)C(=O)CC2)cc1,-6,1.2,1,-1,0,1,-4,5,4,-5
CCOc1ccc(OCCOC(=O)C2CCN(S(=O)(=O)c3ccc(C)c(C)c3)CC2)cc1,1,-1.5,0,5,2,-1,-16,5,-13,-12
O=[N+]([O-])c1ccc(Cl)c(S(=O)(=O)Nc2cccc(S(=O)(=O)NC3=NCCC3)c2)c1,3,1.4,-1,15,-8,1,13,-7,27,6
O=C(Nc1ccc(N2C(=O)CC3(CCCCC3)C2=O)c(Cl)c1)c1ccccn1,-3,.,1,.,9,.,.,.,7,.
CC1(C)C(c2cccs2)=NC(c2ccccc2)N1O (stereo unspecified),-4,0.7,2,-3,-2,-1,5,2,0,-10
O=C(Nc1ccc2nccnc2c1)Nc1ccccc1Cl,5,-0.9,3,1,-2,8.9*,-11,3,2,8
COc1ccc(N2CCN(c3nc4c(C)cccn4c(=O)c3C=C(C#N)C#N)CC2)cc1,-3,-3.5,-3,-1,-2,-4,-4,-6,-4,-1
CCC(=O)C1CCCN(C(=O)CCc2nnc(-c3ccc(C(C)=O)s3)o2)C1 (stereo unspecified),1,-2.0,0,-3,6,4,6,-20,0,8
COC(=O)c1c(C)[nH]c(C)c1-c1ccc([N+](=O)[O-])cc1,-1,-1.0,-3,-4,-5,-2,-17,6,-1,10
O=C(O)c1cccc(S(=O)(=O)Nc2ccc(Cc3ccncc3)cc2)c1,-1,1.2,0,4,-4,-5,-5,12,-2,2
O=C(CCc1ccccc1)N[C@H]1[C@@H](OC(=O)c2cccnc2)CCC[C@@]12C(=O)N(Cc1ccccc1)c1ccccc12,-3,.,-5,10,-1,-6,.,.,-12,.
CC1CCCN(CC(=O)NNC(=O)COc2ccc(Br)cc2)C1 (stereo unspecified),6,-0.4,2,0,0,-3,1,1,7,3
COc1ccc(C2=NN(C(=O)COC(=O)c3ccc(NC(=O)CC#N)cc3)C(c3ccco3)C2)cc1 (stereo unspecified),-4,-0.1,-3,35*,0,-2,-75,8,-79,5
O=C(CN1CCN(Cc2ccc(F)cc2Cl)CC1)NCc1ccccc1,1,0.6,0,-6,-1,-2,-5,8,5,5
Cc1csc(Sc2ccc([N+](=O)[O-])cc2C(=O)OCC(=O)NC2CCCC(C)C2C)n1 (stereo unspecified),-2,-0.1,5,-1,2,-4,5,-1,-3,7
[O-][n+]1ccc(CC(O)(C(F)(F)F)C(F)(F)F)cc1,-2,0.0,0,1,-7,0,2,0,6,3
NC(Cc1ccc(C(F)(F)F)cc1)c1csc(NC(=O)Nc2ccccc2Cc2ccccc2)n1 (stereo unspecified),1,0.5,3,18,-1,-3,.,-5,5,33*
CC(C)(C)c1cc(NC(=O)Nc2ccccc2)no1,-1,-0.9,0,0,-5,7,-28,-8,-6,0
COc1ccccc1C(=O)Nc1ccc(S(=O)(=O)N2CCOCC2)cc1,0,-1.2,-5,-2,1,2,12,0,-5,6
